# KB-V1 MDR tox: KB-V1 MDR subline cytotoxicity. KB-V1 MDR cells viability, CellTiter-Glo, 72 h. Potency, µM (series often up to 46.1 µM), without a hit: at the top dose activity change, negative = cytotoxicity, hits mostly cytotoxic. hit rate 3.4% among 400,000. AID 1347076; further: on the % scale 0 is the no-effect control and ±100 the full control effect; nearly all actives have a fitted effect of over 60% in size
#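 KB-V1 MDR subline cells in DMEM (phenol-red free, 10% FBS) exposed to compounds in qHTS concentration series for 72 h at 37 degrees C. Viability read by CellTiter-Glo luminescence; concentration-effect curves fitted after normalization and correction.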
# KB-3-1 tox: kills parental KB-3-1 adenocarcinoma cells | hit rate 1.4% among 400,000 | KB-3-1 viability, CellTiter-Glo ATP luminescence, 72 h | Potency, µM (doses to about 46.1 µM), for the others: at the top dose activity change, negative = cytotoxic, most hits filed as cytotoxic; further: on the % scale 0 is the no-effect control and ±100 the full control effect; nearly all actives have a fitted effect of over 60% in size
#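 72 h, 37 °C compound treatment of KB-3-1 parental cells; CellTiter-Glo added, 10 min, luminescence read. Data corrected against DMSO-only plates and normalized before curve fitting.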
# GLP1R ag: GLP-1 receptor (human) agonism | P43220 | HEK293 GLP-1R CRE-luciferase, luminescence, 4-6 h; cells express a hypersensitive GLP-1R form | Potency, µM (doses to about 45.6 µM), for the others: at the highest dose activation, most hits filed as activators | hit rate 0.007% among 380,000 | AID 624172; further: % of control where 0% means no effect
# Target sequence (P43220 whole entry, looked up): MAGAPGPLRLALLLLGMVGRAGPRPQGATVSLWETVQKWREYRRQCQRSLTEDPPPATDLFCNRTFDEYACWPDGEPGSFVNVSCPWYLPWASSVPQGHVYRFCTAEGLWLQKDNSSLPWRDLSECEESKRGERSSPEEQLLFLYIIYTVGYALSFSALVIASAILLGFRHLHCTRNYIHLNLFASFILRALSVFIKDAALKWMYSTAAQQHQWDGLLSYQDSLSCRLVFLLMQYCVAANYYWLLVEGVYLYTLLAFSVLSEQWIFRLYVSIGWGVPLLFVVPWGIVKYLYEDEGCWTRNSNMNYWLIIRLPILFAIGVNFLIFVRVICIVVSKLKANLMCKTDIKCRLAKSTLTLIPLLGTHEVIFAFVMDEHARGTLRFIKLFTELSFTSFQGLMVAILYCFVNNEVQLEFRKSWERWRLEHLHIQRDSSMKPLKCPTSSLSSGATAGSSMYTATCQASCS
# TDP43 rescue: inhibitors of TDP-43 toxicity in yeast; TDP-43 expressing yeast growth rescue, BacTiter-Glo, 24 h; Potency, µM (series often up to 46.1 µM), for the others: at the top dose growth rescue (activation), actives largely listed as activators; hit rate 1.8% among 410,000; AID 652104; further: % of control where 0% means no effect; nearly all actives have a fitted effect of over 50% in size
#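 Yeast cells expressing TDP-43 under galactose induction are exposed to compounds for 24 hr at 30 deg C. BacTiter-Glo luminescence measures growth, so protective compounds score as activators.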
# HT1080NT lethal: kills 2HG-producing HT-1080-NT fibrosarcoma cells. Potency, µM (series often up to 46.1 µM), for inactives: at the top dose activity, negative = less viability, hits mostly cytotoxic. HT-1080-NT fibrosarcoma viability, CellTiter-Glo ATP luminescence, 48 h. hit rate 1.6% among 360,000;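 further: NT is the 2HG producing partner of a matched IDH1 knockdown line; 0% = DMSO-treated cells and -100% = media-only wells without cells; nearly all actives have a fitted effect of over 55% in size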
#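 Toxicity toward the 2HG-producing NT line was scored as %Activity, normalised to DMSO and no-cell wells, from CellTiter-Glo luminescence after 48 hours' treatment.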
# SW480 rereplic: induces DNA re-replication in SW480 colon adenocarcinoma cells; SW480 DNA re-replication, Hoechst DNA content imaging, 48 h; Potency, µM (doses to about 46.1 µM), for the others: at the top dose re-replication activation, hits mostly activators; hit rate 1.8% among 340,000; AID 624297; further: % of control where 0% means no effect; nearly all actives have a fitted effect of over 55% in size
#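 Hoechst fluorescence of nuclei (405 nm excitation, 500-530 nm emission) measured by plate-scanning imager after 48 hr compound exposure at 37 C; re-replication scored as increased number of nuclei with elevated intensity.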
# GLP-1R inv ag: acts as inverse agonist at human GLP-1 receptor. Potency, µM (top dose mostly 38.3 µM), for inactives: at the highest dose activity change, negative = inhibition, actives largely listed as inhibitors. hit rate 1.6% among 410,000. HEK293 GLP-1R CRE-luciferase, luminescence, 24 h; GLP-1R form is constitutively active; further: on the % scale 0 is the no-effect control and ±100 the full control effect; nearly all actives have a fitted effect of over 55% in size
#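 Inverse agonists were sought by their lowering of basal cAMP reporter luciferase output in HEK293 cells stably carrying constitutively active human GLP-1R, after 24 h compound treatment.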
# GLP1R cytotox: cytotoxicity counter-screen for GLP-1 receptor inverse agonists; hit rate 0.13% among 410,000; Potency, µM (doses to about 38.3 µM), without a hit: at the top dose activity change, negative = inhibition, actives largely listed as inhibitors; HEK293 cAMP-luciferase reporter cells, luminescence, 24 h;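 further: loss of luciferase light is scored as toxicity; on the % scale 0 is the no-effect control and ±100 the full control effect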
#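 Step one: seed cells (200 cells/uL, DMEM with 10% Nu serum, 1% pen-strep). Step two: 12-hour incubation at 37 deg C. Step three: pin 23 nL compound, incubate 24 hr. Step four: add luciferase reagent, read luminescence 12 min later.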
# HT1080 IDH1KD tx: kills HT-1080 cells with IDH1 knockdown; HT-1080 IDH1 knockdown viability, ATP luminescence, 48 h; Potency, µM (highest dose often 46.1 µM), inactives show at the highest dose activity, negative = toxicity, hits mostly cytotoxic; hit rate 2% among 360,000; AID 686971;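 further: 0% = DMSO wells and -100% = cell-free medium wells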
#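 Viability of IDH1-knockdown HT-1080 fibrosarcoma cells was assessed by CellTiter-Glo after 48 h at 37 °C with titrated compound; concentration-effect curves were classified by fit quality and response size.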
# * = called active by the depositor; ? = inconclusive; nt = no result given; [ ] = another dose, or the depositor's remark. The call rests on the fitted dose curve; in most records, active means well fitted curve in the direction sought with a large enough effect; inconclusive means small, poorly fitted or top-dose-only effect, or another doubt; inactive means no such curve, though single readings can be large; an effect the other way counts as inactive or inconclusive. Potency means the concentration at half of the fitted maximal effect. The order is random, and some 9.4% of all compounds hit somewhere here.
SMILES,KB-V1 MDR tox,KB-3-1 tox,GLP1R ag,TDP43 rescue,HT1080NT lethal,SW480 rereplic,GLP-1R inv ag,GLP1R cytotox,HT1080 IDH1KD tx
CC(C)C(=O)Nc1ccc2c(c1)nc(CCN1CCN(c3ccccc3)CC1)n2C,-3%,2%,7%,16%,2%,?,1%,0%,2%
Cc1ccc2c(c1)N(CC(=O)NC1CCCC1)C(=O)c1cccnc1O2,1%,4%,-1%,-3%,1%,1%,3%,-5%,4%
COc1ccc(-c2nc(C)ncc2-c2ccc(Cl)cc2)c(O)c1,-19%,-1%,4%,?,-1%,-10%,?,52%[activator],-3%
O=C(Cn1ncn2c(cc3sccc32)c1=O)NCCc1ccccc1,3%,?,nt,17%,nt,nt,8%,-2%,nt
O=C(COC(=O)c1sc2ccccc2c1Cl)NC1CCCCC1,-2%,11%,-9%,5%,?,-78%[inhibitor],12%,-5%,23%
CCN(CC)S(=O)(=O)c1ccc(OCC(=O)NCc2ccco2)cc1,-4%,8%,14%,-9%,5%,3%,27%,6%,2%
COc1ccc2c(=O)c(-c3ccc(OC)c(OC)c3)coc2c1,0%,0%,15%,?,9%,2%,49%[activator],-11%,6%
CCCCc1nc2ccccc2n1Cc1nnc2n1-c1ccccc1SC2,-3%,24%,1%,5%,-26%,-6%[9.22 µM],-27%,-11%,-10%
Cc1ccccc1C(=O)NC1CCN(CC(=O)Nc2ccc3c(c2)OCCO3)CC1,11%,2%,1%,1%,-6%,-3%,9%,-4%,0%
CN(Cc1ccccc1)C1CC(=O)N(c2ccc(C(=O)O)cc2)C1=O (centres undefined),14%,-11%,-8%,0%,1%,-3%,-5%,-5%,2%
Cc1ccc2[nH]c3c(NCc4ccco4)ncnc3c2c1,18µM*,13µM*,3%,-19%,-8%,8%,-10%,-9%,-21%
COc1ccccc1CN(C)C(=O)c1cccc(S(=O)(=O)N2CCCC2)c1,?,-26%,-1%,-2%,5%,-10%,5%,-6%,6%
NNC(=O)CNC(=O)CNS(=O)(=O)c1ccccc1,3%,-4%,-2%,-22%,9%,1%,-10%,6%,19%
Cc1ccc(N(CC(=O)Nc2ccc(Br)cc2)S(=O)(=O)c2cccs2)cc1,16%,20%,0%,24%,nt,nt,6%,-1%,nt
O=C1CC(=Nc2ccccc2)NN1c1ccccc1,-16%,?,-8%,16µM*,18µM*,4%,?,?,?
CC(=O)O[C@H]1CSC[C@H]1NC(=O)c1ccccc1,2%,-5%,-7%,-11%,-4%,6%,30%[activator],0%,0%
CN(C(=O)c1ccc(NC(=O)Cc2ccc(NC(=O)C3CCCN(C(=O)CCc4ccccc4)C3)cc2)cc1)C1CCCC1 (centres undefined),-1%,?,0%,9%,-1%,-39%[inhibitor][9.22 µM],-18%,-3%,-3%
O=C(Nc1ccc(Br)cn1)c1cccc2ccccc12,1µM*,-1%,17%,0%,2.9µM*,3.3µM*,?,-38%,5.8µM*
Cc1ccc2oc(C(=O)Nc3cccc(-c4nc5ccccc5s4)c3)c(C)c2c1,13%,9%,nt,11%,nt,nt,62%[activator],3%,nt
Cc1cccc(N2CC(O)=C(c3nc4ccccc4n3C)C2=N)c1,6%,12%,3%,-13%,10%,?,31%[activator],13%,29%
O=C(CSc1nnc(CNC(=O)c2c(F)cccc2Cl)o1)NCc1ccccc1,5%,5%,10%,10%,-8%,?,-14%,-11%,-7%
O=C(NNC(=O)c1ccc[nH]1)c1cccc(C(F)(F)F)c1,?,12%,-5%,8%,-1%,-7%,6%,-1%,8%
COc1ccccc1Cc1c(-c2ccc(F)cc2)nc2ccc(Br)cn12,0%,?,3%,?,?,nt,?,-3%,?
O=[N+]([O-])c1ccc(/C=N/N2CCCCC2)cc1,-7%,3%,21%,19%,13%,2%,-3%,-7%,-2%
O=S(=O)(Nc1ccc(S(=O)(=O)N2CCCC2)cc1)c1ccccc1Br,?,6%,-4%,11%,-1%,1%,-29%,1%,0%
Cn1c(=O)oc2cc(S(=O)(=O)N3CCCC(C(=O)Nc4nccs4)C3)ccc21 (centres undefined),6%,0%,-1%,19%,2%,-5%,9%,-4%,-7%
Cc1ccc(N(CC(=O)N2CCCCCC2)S(=O)(=O)c2ccccc2)cc1,?,-11%,12%,-6%,-2%,-3%,?,1%,-2%
CCOC(=O)c1cccnc1SCC(=O)Nc1ccc(C)cc1,?,-9%,13%,9%,1%,0%,10%,-1%,-5%
CCOC(=O)N1CCN(C(=O)c2ccc3c(=O)n(CCc4ccc(OC)c(OC)c4)c(=O)[nH]c3c2)CC1,8%,7%,3%,0%,6%,4%,10%,4%,0%
O=C1c2ccccc2CN1CCNC(=S)NC1CCCCC1,?,0%,1%,2%,30%,1%,2%[7.66 µM],-1%[7.66 µM],8%
Cc1ccccc1C(=O)NC(=S)Nc1ccccc1N1CCCC1,10%,?,21%,?,-14%,3%,?,?,-16%
Cc1ccc(S(=O)(=O)N(c2cccc(C)c2)C2CCS(=O)(=O)C2)cc1 (centres undefined),16µM*,2%,-11%,4%,-6%,-5%,-8%,-15%,1%
COc1ccc(O)c(C(=O)c2cnc3c(c2)c(-c2ccc(F)cc2)c(C#N)c(=O)n3C)c1,?,-14%,20%,?,-7%,-1%,7%,-1%,-5%
O=C(NCCO)/C(=C/c1ccco1)NC(=O)c1ccco1,?,4%,1%,6%,19%,-11%,9%,7%,13%
Cc1ccc(C(C)C)c(OCCCN2CCc3ccccc3C2)c1,0%,9%,-1%,6%,-3%,?,?,-9%,-6%
O=C(CCCCn1c(=O)c2ccccc2n(CC(=O)Nc2ccccc2)c1=O)NCc1ccccc1Cl,?,22%,-3%,6%,nt,nt,6%,8%,nt
O=C(O)c1ccn(COc2ccc(Br)cc2)n1,3%,?,2%,-24%,2%,-10%,13%,0%,7%
O=C(OCC(=O)N1CCc2ccccc21)c1ccc(Cl)nc1,-4%,0%,-15%,-16%,-3%,-5%,3%,-3%,2%
COc1ccc(-n2nc3ccc(N)cc3n2)cc1Cl,8%,-6%,3%,22%,1%,21µM*,?,125%[activator],-1%
CC(c1ccccc1)N1CC(C(=O)N2CCN(Cc3ccc(C#N)cc3)CC2)CC1=O (centres undefined),-6%,0%,8%,-27%,-7%,?,36%[activator],-4%,3%
COc1cc(CC(=O)N2CCN(C(=O)C3CCCO3)CC2)cc(OC)c1OC (centres undefined),18%,-1%,1%,-11%,10%,2%,28%,3%,8%
O=C(COC(=O)c1ccc(OC(F)(F)F)cc1)Nc1ncccn1,?,-2%,2%,-2%,-4%,-2%,18%,18%,0%
Cc1ccc(S(=O)(=O)c2nc(S(=O)(=O)c3ccc(C)cc3)c(NCc3ccco3)s2)cc1,-9%,-7%,1%,-19%,4%[9.24 µM],0%,16%,7%,-2%
O=C(O)CCC(=O)NNC(=O)c1cccc(Cl)c1,-1%,13%,8%,-8%,0%,105%,17%,3%,-19%
CC(C)c1ccc(NC(=O)c2ccc(-c3ccnn3C)c3ccoc23)cc1,-9%,-1%,-7%,0%,15µM*,nt,?,-11%,18µM*

# Single records (already shown). Order of values: KB-V1 MDR tox	KB-3-1 tox	GLP1R ag	TDP43 rescue	HT1080NT lethal	SW480 rereplic	GLP-1R inv ag	GLP1R cytotox	HT1080 IDH1KD tx
# Record of `O=C(CSc1nnc(CNC(=O)c2c(F)cccc2Cl)o1)NCc1ccccc1` = 5%	5%	10%	10%	-8%	?	-14%	-11%	-7%
# Record of `COc1ccc2c(=O)c(-c3ccc(OC)c(OC)c3)coc2c1` = 0%	0%	15%	?	9%	2%	49%[activator]	-11%	6%

# 2 compounds from above, limited to TDP43 rescue and SW480 rereplic.
SMILES	TDP43 rescue	SW480 rereplic
O=C(O)c1ccn(COc2ccc(Br)cc2)n1	-24%	-10%
O=C(COC(=O)c1ccc(OC(F)(F)F)cc1)Nc1ncccn1	-2%	-2%

# (more compounds)
SMILES,KB-V1 MDR tox,KB-3-1 tox,GLP1R ag,TDP43 rescue,HT1080NT lethal,SW480 rereplic,GLP-1R inv ag,GLP1R cytotox,HT1080 IDH1KD tx
Cc1cc(C)n(Cc2cccc(C(=O)N/N=C/c3ccncc3)c2)n1,2%,0%,12%,0%,16%,-3%,22%,0%,8%
COC(=O)[C@@]12C[C@@H](CC(=O)N3CCCC3)C(=O)N(Cc3ccccc3)C1=CCC(C)(C)C2,?,10%,nt,15%,5%,nt,-14%,-17%,-18%
Cc1ccc(NC(=S)NCc2ccc(S(N)(=O)=O)cc2)c(C)c1,0%,7%,4%,-8%,19%,-4%,7%,4%,0%
CCOc1ccc2nc(SCC(=O)NCc3ccccc3OC)[nH]c2c1,?,-6%,12%,-18%,0%,7%,?,1%,7%
COC(=O)c1c(/N=C/N(C)C)sc2c1CCN(c1ncc(C(F)(F)F)cc1Cl)C2,0%,-13%,6%,?,-22%,2%,?,-5%,?
Cc1cc(=O)n2c3c(c4c(cc13)c(CN(C)C)cc(=O)n4C)OC2,-28%,?,7%,9%,-13%,6%,-4%,-17%,?
CC[C@]12c3[nH]c4ccccc4c3CCN1C(=O)C(CC(=O)NCCCN(C)C)C[C@@H]2C(=O)N1CCN(C(=O)c2ccco2)CC1 (some centres undefined),0%,0%,-3%,3%,3%,14%,3%,-4%,4%
Cc1[nH]n(-c2c(Cl)cc(Cl)cc2Cl)c(=O)c1C=Nc1ccc(S(=O)(=O)N2CCOCC2)cc1,27%,10%,-3%,6%,13%,1%,1%,7%,5%
CCOC(=O)N1CCC(NC(=O)c2cc3ccccn3n2)CC1,8%,17%,9%,0%,14%,-9%,12%,-1%,10%
O=C(CSc1nnc(CNC(=O)c2cccs2)o1)Nc1ccc2c(c1)OCO2,-5%,-2%,-2%,-16%,-1%,4%[9.22 µM],17%,66%[activator],2%
Cc1nn(C)c2c1c(C(F)(F)F)cc(=O)n2CC(=O)NCc1ccccc1Cl,6%,-2%,nt,16%,nt,nt,-10%,13%,nt
O=C(CSc1nnc(CNC(=O)c2c(F)cccc2F)o1)NCc1ccc2c(c1)OCO2,13%,5%,-1%,6%,2%,nt,-8%,0%,8%
CCOc1ccc(CNc2cccc(SC)c2)cc1,-21%,2%,0%,-16%,10%,-127%[inhibitor],-19%,18%,1%

# Screening data deposited in PubChem by National Center for Advancing Translational Sciences (NCATS).
